High-throughput results as filed in PubChem BioAssay.
TbHK1 inh: T. brucei hexokinase 1 inhibition | recombinant TbHK1, G6PDH-coupled NADH A340 | inhibition, % at 10 µM | 220,000 compounds, 0.11% hits | AID 1430;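 active = inhibition of 50% or more in the single-dose primary screen; inactive = inhibition below 50%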
Rad51 HR inh: Rad51 (human) homologous recombination inhibition | Q06609 | hRad51 DNA strand exchange, fluorescence dequenching | inhibition, % at 10 µM | 200,000 compounds, 0.085% hits | AID 1385;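 active = inhibition above 40% at the single screening dose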;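 also: 0% = DMSO control wells and 100% = blanks with heterologous ssDNA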
Target sequence (Q06609 whole entry, looked up): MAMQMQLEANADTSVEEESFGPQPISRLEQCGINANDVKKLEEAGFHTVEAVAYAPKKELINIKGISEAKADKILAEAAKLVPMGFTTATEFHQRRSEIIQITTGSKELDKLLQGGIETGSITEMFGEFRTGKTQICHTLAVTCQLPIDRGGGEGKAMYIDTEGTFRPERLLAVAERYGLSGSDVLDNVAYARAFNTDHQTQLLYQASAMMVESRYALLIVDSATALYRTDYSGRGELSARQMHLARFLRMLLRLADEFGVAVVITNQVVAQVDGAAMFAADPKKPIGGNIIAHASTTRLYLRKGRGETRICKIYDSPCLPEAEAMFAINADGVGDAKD
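Material: hRad51 filaments on single-stranded DNA; Reagent: Donor/quencher-labelled 47-bp dsDNA substrate; Compound: 10 µM final, single point; Schedule: 37 °C 15-min filament assembly, 30-min compound preincubation, 15-min exchange; Technique: FRET fluorescence, excitation 485 nm, emission 520 nm; Benchmarks: control wells and blank wells on each plate.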
EP2 mod: EP2 receptor (human) modulation. induction, % at 25 µM. AID 940. P43116. EP2-expressing cells, cAMP HTRF FRET, PGE2 co-stimulation. 260,000 compounds, 0.83% hits;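 active = compounds whose cAMP rise, as percent of the full-agonist control response, exceeds 60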;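 also: rat C6 glioma line stably carrying human EP2 under a CMV promoter; the protocol text gives 20 µM as final concentration; 100% = response of wells given 1 µM PGE2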
Target sequence (P43116 whole entry, looked up): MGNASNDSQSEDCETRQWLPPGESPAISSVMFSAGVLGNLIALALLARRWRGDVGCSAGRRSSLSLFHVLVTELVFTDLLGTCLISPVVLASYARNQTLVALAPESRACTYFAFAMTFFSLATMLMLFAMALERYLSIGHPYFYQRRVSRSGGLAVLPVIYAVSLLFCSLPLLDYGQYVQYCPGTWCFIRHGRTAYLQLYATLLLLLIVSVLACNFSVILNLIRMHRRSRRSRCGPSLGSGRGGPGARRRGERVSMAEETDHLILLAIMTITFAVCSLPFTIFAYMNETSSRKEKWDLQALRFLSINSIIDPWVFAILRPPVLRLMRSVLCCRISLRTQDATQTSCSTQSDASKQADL
zVAD death inh: blocks zVAD induced death of L929 cells | viability rescue, % at 10 µM | AID 1377 | 220,000 compounds, 0.38% hits | L929 zVAD necroptosis rescue, ATP luminescence, 24 h; with zVAD 60 µM;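 active = activation, scaled between plate controls, above about 75%, limit read from the data; inactive = activation under that limit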;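 also: 0% = zVAD with DMSO and 100% = DMSO alone without zVAD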
Hck Nef HTS: human Hck-Nef kinase inhibition. inhibition, % at 20 µM. 220,000 compounds, 0.68% hits. Recombinant Hck-YEEI plus Nef, Z-Lyte FRET kinase assay. P08631;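 active = Hck-Nef kinase inhibition above about 50%, limit read from the data; inactive = inhibition below that limit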;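 also: 0% = DMSO with Hck plus Nef and 100% = Hck alone without Nef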
PGE2 EP2 inh: EP2 receptor (human) inhibition; inhibition, % at 25 µM; 260,000 compounds, 0.52% hits; P43116; C6 glioma cells expressing human EP2, cAMP TR-FRET; cells stimulated with saturating PGE2;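 active = percent inhibition above 40 after rounding to a whole number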;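 also: rat C6 glioma host cells with rolipram phosphodiesterase inhibitor present; the protocol text gives 20 µM as final concentration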
eIF4E 4G PPI: eIF4E/eIF4G interaction inhibition in translation initiation | P63073+Q04637 | TR-FRET eIF4E-eIF4GI(517-606) binding, 2 h | inhibition, % at 21.7 µM | 220,000 compounds, 0.37% hits | AID 782;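 active = inhibition above about 30%, limit read from the data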;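 also: 0% = full FRET control wells and 100% = background wells lacking eIF4GI fragment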
14-3-3 Bad inh: disrupts binding of bovine 14-3-3 zeta to phospho-Bad peptide | P63103 | TR-FRET 14-3-3zeta/Dy647-pBad peptide displacement, 1 h | inhibition, % at 21.7 µM | 220,000 compounds, 0.71% hits | AID 781;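 active = inhibition above about 70%, limit read from the data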;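 also: 0% = full 14-3-3 plus peptide FRET controls and 100% = background without 14-3-3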
Target sequence (P63103 whole entry, looked up): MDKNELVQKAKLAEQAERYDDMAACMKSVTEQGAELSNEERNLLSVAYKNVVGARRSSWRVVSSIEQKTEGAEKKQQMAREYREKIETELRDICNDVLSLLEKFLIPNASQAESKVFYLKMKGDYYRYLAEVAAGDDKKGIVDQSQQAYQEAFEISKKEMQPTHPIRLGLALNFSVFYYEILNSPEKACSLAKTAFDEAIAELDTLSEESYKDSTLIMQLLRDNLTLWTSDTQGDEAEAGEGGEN
Calpain2 inh: blocks pig calpain II enzyme activity; purified calpain II, fluorogenic peptide substrate, 30 min; inhibition, % at 16 µM; 220,000 compounds, 0.37% hits; AID 1236;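 active = inhibition above about 50%, limit read from the data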
Active calls of the source: *; i = inactive; · = no result given; & = joins results of further samples; [ ] = another dose, or the depositor's remark.

SMILES	TbHK1 inh	Rad51 HR inh	EP2 mod	zVAD death inh	Hck Nef HTS	PGE2 EP2 inh	eIF4E 4G PPI	14-3-3 Bad inh	Calpain2 inh
Cc1ccc(C)c(C(=O)CN2C3=NCCCN3c3ccccc32)c1	11	-10	13	-0.3	1	14	10	1	-14
O=C(CSc1nnc2ccccn12)Nc1ccccc1C(=O)O	0	3	29	3.4	22	9	-1	-16	-39
CC(C(=O)Nc1ccccc1F)N1C(=O)c2ccccc2C1=O (stereo not given)	-5	1	-26	0.9	0	12	-8	-9	13
Cc1cccc2cc(CN(Cc3nnnn3C3CCCC3)C3CCCCC3)c(=O)[nH]c12	4	2	6	0.0	2	5&11	·	·	·
CCCCC(O)(CCCC)C(=O)NN(C(=O)OC)c1ccc(C)cc1	-7	-21	9	1.0	4	10	4	4	9
COc1ccc(NC(=S)N2CCc3cc(OC)c(OC)cc3C2)cc1	-16	20	-26	2.0	0	7	-2	0	9
CCOc1ccc(N=C2C(=O)N(CN3CCOCC3)c3ccccc32)cc1	-8	14	-15	1.0	0	13	-8	0	-14
Cc1nnc(SCc2ccc(C(=O)Nc3cc(Cl)ccc3C)cc2)s1	3	1	17	2.2	2	9	0	7	6
COc1ccc(OC)c(/C=N/NC(=O)c2ccc3nc[nH]c3c2)c1	-52	19	-19	0.4	23	7	1	3	-195
COc1ccccc1Oc1coc2c(CN(C)C)c(O)ccc2c1=O	-25	9	3	0.5	2	4	2	-1	i
O=C(O)c1cnn(-c2nc(-c3ccc(F)cc3)cs2)c1C(F)(F)F	-4	9	34	0.9	9	10	-1	-3	-77
NC1=NC(c2cn[nH]c2-c2cccc(F)c2)n2c(nc3ccccc32)N1 (stereo not given)	1	8	1	1.3	-1	6	-5	-15	-11
CCOC(=O)c1ccccc1NS(=O)(=O)c1ccc(S(=O)(=O)N2CCCC2)cc1	-1	-6	-12	0.0	-2	2	2	3	-5
CCOc1ccc(NC(=O)C(C)NS(=O)(=O)c2ccc(NC(C)=O)cc2)cc1 (stereo not given)	-2	-6	-6	3.6	16	1	1	-10	-26
Cc1cc(C(=O)COC(=O)c2ccc[nH]c2=O)c(C)n1-c1ccc(Br)cc1	2	-3	7	-0.5	5	11	-2	-11	1
COc1ccccc1CCNC(=O)c1cc(-c2ccncc2)nc2ccc(Br)cc12	-17	7	-1	0.6	51*	2	25	92*	-48
N#Cc1nc(-c2ccco2)oc1N1CCCC1	-26	24	25	-0.3	-1	16	14[fluorescence artefact?]	43[fluorescence artefact?]	i
O=C(COC(=O)/C=C/c1ccc(Cl)cc1)Nc1ccccc1-c1ccccc1	6	-3	-8	0.4	1	8	0	-10[fluorescence artefact?]	-6
CCCCCc1nc2sc3c(c2c(=O)n1NC(=O)c1ccc([N+](=O)[O-])cc1)CC(C)(C)OC3	-10	·	-60	0.3	0	8	1	-3	-76
O=C1CCCC(O)=C1N=Nc1ccc(C(=O)O)cc1	-17	·	-7	0.4	44	12	3	51	-20
Cc1c(C(=O)OCC(=O)N2CC(=O)Nc3ccccc32)oc2ccc(Br)cc12	-1	·	-16	-1.4	14	·	-4[fluorescence artefact?]	12	-44
CCCC(C)NC(=O)c1ccc2[nH]c3c(c2c1)CC(C)CC3 (stereo not given)	-5	4	-31	63	-2	15	-1[fluorescence artefact?]	-10[fluorescence artefact?]	8
CCc1ccc(S(=O)(=O)c2n[nH]n3c2nc(=O)c2ccccc23)cc1	-1	2	1	0.2	0	0	2	15	-36
O=C(NN1CCCCC1)c1cnn2c(C(F)F)cc(-c3ccccc3)nc12	-6	24	-23	0.3	-1	8	2	-3	3
COc1ccc(NC(=O)CCN2CC(C)OC(C)C2)c(OC)c1 (stereo not given)	1	0	16	-0.3	8	7	3[fluorescence artefact?]	17	-8
Remaining list, next part.
SMILES	TbHK1 inh	Rad51 HR inh	EP2 mod	zVAD death inh	Hck Nef HTS	PGE2 EP2 inh	eIF4E 4G PPI	14-3-3 Bad inh	Calpain2 inh
CCOC(=O)c1[nH]c(C)c(C(=O)OC)c1C	-1	14	12	0.4	22	10	0	3	-19
CSc1ccccc1NC(=S)Nc1cccc(C(F)(F)F)c1	0	8	-26	-0.9	1	17	-2	0[fluorescence artefact?]	-10
CC(=O)N(/N=C1\Sc2ccccc2C1=O)c1ccccc1C	-4	-6	·	0.5	0	12	·	·	·
Cc1cc(=O)[nH]c(SCC(=O)Nc2ccc(Cl)cn2)n1	-5	-11	11	0.4	3	19	5	-13	9
CN(C)CCNC(=O)c1cc2sc3ccccc3c2s1	-17	5	-57	63	26	3	0	-17	-54
Cc1ccn2c(/C=N/OCc3cccc(F)c3)c(-c3ccc(Cl)cc3)nc2c1	-5	·	19	0.0	-3	22	9[fluorescence artefact?]	12	-32
Oc1c(Br)cc(C2N=C(c3ccccc3Cl)NO2)cc1Br (stereo not given)	-24	3	12	0.0	1	8	-3	9	14
COc1ccccc1NC(=O)COC(=O)CNC(=O)c1ccc(OC)c(OC)c1	26	-9	16	-0.2	2	10	-5	-10[fluorescence artefact?]	-30
CSc1ccccc1C(=O)Nc1nccs1	-11	3	17	0.7	-14	13	-11	-7[fluorescence artefact?]	-17
CC(C)c1nnc(NC(=O)C2CCN(c3cnccn3)CC2)s1	-11	-4	18&15	0.3	16	12&11	-2[fluorescence artefact?]	-2	-34
CCN1CCCC1CNC(=O)Cn1cccc1C(=O)c1ccccc1C (stereo not given)	-16	-1	6	0.0	0	14	-2	2	-3
COc1cc(C2Nn3c(nnc3-c3ccccc3OC)S2)ccc1O (stereo not given)	-30	-4	32	0.8	11	10	-1	-5	-7
Cc1cccc(C)c1OCC(=O)Nc1ccc(S(=O)(=O)Nc2ccccn2)cc1	8	2	-3&18	1.0	5	8&5	-3	-3[fluorescence artefact?]	1
C/C(=N\NC(=O)c1cc(Br)ccc1O)c1cccs1	-27	5	-26	3.1	13	2	-4	-17	5
O=C(c1ccc(NS(=O)(=O)c2cccs2)cc1)N1CCCCC1	-4	4	-5	0.0	0	7	-2	-6	4
Cc1ccc(-n2c(SCc3ccc([N+](=O)[O-])cc3)nc3ccccc3c2=O)cc1	-2	4	15	0.8	0	8	0	-4	2
CC(C)n1nc(C(=O)Nc2cccc(S(=O)(=O)NCc3ccco3)c2)c2ccccc2c1=O	-11	38	-4	-0.4	17	3	-12	1	5
C[C@H](O)[C@@H](C(=O)N1CCN(C(=O)OC(C)(C)C)CC1)n1cc(CCCCNC(=O)OC(C)(C)C)nn1	-5	7	18	-0.1	-12	0	-2	5	-18
CN(C)S(=O)(=O)c1ccc(C(=O)Nc2nnc(Cc3ccccc3)s2)cc1	-5	·	21	-0.1	34	10	-24	8[fluorescence artefact?]	-23
Cc1noc(C)c1COc1ccc(C(=O)NCC2CCCO2)cc1 (stereo not given)	2	-1	5	0.2	0	12	3	-1	9
COc1ccc(CC(=O)NCc2cccs2)cc1	3	2	12	0.3	0	9	4	2	-15
COc1ccc(C[C@H]2CN3C(=NC[C@H]3C)N2CCNC(=O)c2ccc(C)c(Br)c2)cc1	11	-8	-10	8.6	-27	14	-1	-4	22
CCOC(=O)c1c(C)c(C(=O)Nc2ccc3c(c2)OCO3)c(C)n1C	-5	·	-3	4.6	3	10	9	-6	-10
Clc1ccc(Nc2ncn[nH]2)c(Cl)c1	1	-5	-20	0.5	19	6	-3	-19	-28
Nc1ccc(-c2nc3ncccc3o2)c(Cl)c1	-55	5	-62	5.0	8	8	3	14	-176
Going on with the list.
SMILES	TbHK1 inh	Rad51 HR inh	EP2 mod	zVAD death inh	Hck Nef HTS	PGE2 EP2 inh	eIF4E 4G PPI	14-3-3 Bad inh	Calpain2 inh
Cc1cc(NC(=O)Nc2cccc(C)c2C)no1	-11	28	7	2.0	5	7	2	-6	-18
Cc1onc(-c2ccccc2Cl)c1C(=O)Nc1ccc2c(c1)OCO2	-2	-13	-14	-0.4	0	11	-1	-6	1
COCCNC(=O)c1cc2c(-c3ccc(Cl)cc3)nn(C)c2s1	-11	7	-11	4.3	1	10	0	3	-292
O=C(Cc1c[nH]c2ccccc12)NC1(C(=O)NC2CCCCC2)CCCCC1	1	14	31	·	5	6	4[fluorescence artefact?]	-5	4
Cc1ccc(NC(=O)Nc2cc(S(=O)(=O)N(C)C)ccc2C)cc1	2	-2	-36	1.2	19	5	2	-23	-7
Cc1cccc(Cn2c(N3CCCCC3C)nc3c2c(=O)[nH]c(=O)n3C)c1 (stereo not given)	3	-5	12&49	-0.3	1	10&28	5	3	1
O=C(CN(C(=O)CCC(=O)Nc1ccccn1)c1ccc2c(c1)OCCO2)NCCc1ccccc1	·	21	0	·	·	11	2	-3[fluorescence artefact?]	-17
Cc1ccc(OCCCC(=O)Nc2nc3ccccc3[nH]2)cc1	-1	1	-29	0.3	6	11	-2	14	30
CC(=O)N1CCN(CC(=O)Nc2ccc(Cl)c(S(=O)(=O)N(C)C)c2)CC1	-6	2	12	0.4	1	7	0	-9[fluorescence artefact?]	-5
COc1ccccc1N1CCN(C(=O)c2ccc([N+](=O)[O-])s2)CC1	-8	5	0	0.1	1	6	1[fluorescence artefact?]	4	-8
CC1CCCN(C(=O)c2sc3cc([N+](=O)[O-])ccc3c2Cl)C1 (stereo not given)	-8	-2	12	0.1	2	13	6	2	68*
CS(=O)(=O)c1ccc2nc(NC(=O)c3ccc(NS(=O)(=O)c4ccc(F)c(F)c4)cc3)sc2c1	-85	-40	-6	22	39	10	-10	72*	-78
COc1ccc(NS(=O)(=O)c2ccc(NC(=S)NC(=O)c3cccnc3)cc2)nn1	-9	·	-15	1.8	19	4	4	-7	-12
Cc1oc(-c2ccccc2Cl)nc1CN(Cc1ccccn1)C[C@@H]1CCC(=O)N1	3	-5	26	-0.5	19	5	0	-4	14
O=C(Oc1ccccc1N1C(=O)C2CCCCC2C1=O)c1ccc(Cl)cc1 (stereo not given)	-1	3	25	0.2	-21	0	0	-5	-23
COc1ccccc1OCCNc1nc2c(c(=O)n(C)c(=O)n2C)n1C	2	-6	18	-0.3	13	5	-1	-10	-15
Cc1ccccc1-n1nnnc1SCc1csc(-c2ccccc2)n1	0	1	-34	0.0	1	5	-7	-5	-14
Cc1occc1-c1nnc(SCC(=O)c2ccc3c(c2)OCCO3)n1CC1CCCO1 (stereo not given)	-17	4	-4	-0.8	23	4	-3	9	-18
COc1ccc(-c2nc3ccccc3c(=O)n2CCOc2cc(C)ccc2C)cc1	-15	7	38	0.9	3	10	3	-8	-3
Cc1cnc(C(=O)Nc2ccccc2-n2cccc2)cn1	0	-2	4	0.7	3	13	12	-6	20
CCCCNC(=O)COC(=O)CCC(=O)c1cccs1	0	-7	9	0.2	5	16	0[fluorescence artefact?]	-5[fluorescence artefact?]	-1
CCOc1cc(S(=O)(=O)NCc2ccc(OC)cc2)c(OCC)cc1-n1cnnn1	-10	-2	8	-0.7	0	9	-4	-1	-40

An excerpt (hit frequency here may not be typical).
